H9c2 TAG inh: inhibitors of triacylglycerol accumulation; H9c2 cells, Nile Red lipid (TAG) fluorescence; cells loaded with 200 µM oleic acid; inhibition, % at 12.5 µM; 0.66% of 230,000 active;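 active = pattern-corrected inhibition of lipid staining of at least 50% with the nuclear-stain viability signal not falling by more than 50%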;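 also: 0% = DMSO wells and 100% = triacsin C control wells; some results filed as inactive read as strong as hits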
H9c2 TAG inh DAPI viability: second read-out of H9c2 TAG inh, no call of its own (marks repeat the call); DAPI nuclei signal change (viability), lower = more cytotoxic, %;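 whole-well DAPI fluorescence read on a plate reader as a viability signal; minus 50 percent equals half of cells still viable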
The depositor's hits bear a star. Some of the compounds tested; count on the stated rates, not on these rows.

SMILES | H9c2 TAG inh | H9c2 TAG inh DAPI viability
O=C(COC(=O)C1COc2ccccc2O1)NC1CCS(=O)(=O)C1 (stereo not given) | 2.1 | -12.6
COc1ccc(NC(=O)Nc2nnc(-c3ccccc3F)s2)cc1 | -2.3 | 4.1
O=c1[nH][nH]cc1C=Nc1ccccc1O | 2.3 | -10.7
CC(C)(C)C(=O)OC/C(N)=N/OC(=O)c1ccc(Cl)c(Cl)c1 | -13.4 | 5.7
COc1ccc(NC(=S)NNC(=O)c2cccnc2)cc1OC | -3.9 | -13.0
O=C(CCc1ccccc1)NCCCN1CCOCC1 | -10.5 | -6.7
NC(=O)c1ccc(N2CCN(S(=O)(=O)c3cccs3)CC2)c([N+](=O)[O-])c1 | -22.3 | -4.0
c1ccc(CN2CCN(c3nc(-c4ccccc4)nc(-n4ccnc4)n3)CC2)cc1 | 16.4 | -5.0
Cc1ccc(F)cc1NC(=O)COC(=O)COc1ccc(C#N)cc1 | -3.0 | 0.0
COc1ccc(NC(=O)C(OC(=O)c2cnc(C)cn2)c2ccccc2)cc1Cl (stereo not given) | -3.6 | -4.8
Cn1c(Cc2cccs2)nnc1SCc1nc2ccccc2[nH]1 | -19.2 | -2.7
COc1ccc(NC(=O)Nc2sc(NS(=O)(=O)c3ccccc3)nc2C)cc1 | -3.1 | -0.5
Cc1nc(C)c(-c2csc(N)n2)s1 | -3.6 | 9.3
O=C(Nc1ccccc1)c1cccc(=O)o1 | -3.9 | 9.2
CN(C(=O)Nc1cnc2ccccc2c1)c1ccccc1 | 1.3 | -5.0
CCOc1ccc(OCC(=O)OC(C)C(=O)NC2CCCC2)cc1 (stereo not given) | -22.1 | 4.0
Cc1nn(Cc2ccc(C(=O)NN)cc2)c(C)c1Cl | -3.4 | 6.9
CCOc1ccc(S(=O)(=O)NCCC(=O)NCc2ccncc2)cc1 | 3.6 | 4.7
COc1ccc2c3c([nH]c2c1)[C@H]1C[C@H]2[C@H](C[C@@H](O)[C@H](OC)[C@H]2C(=O)O)CN1CC3 | -9.7 | -1.9
CCC(C)(C)NC(=O)C(c1ccc(F)cc1)N(Cc1cccs1)C(=O)c1cnccn1 (stereo not given) | 12.9 | -10.1
CC(C)(C)C(=O)NCCc1nc2ccccc2n1CC(=O)c1ccc(Cl)cc1 | 13.9 | -3.3
CC(C)C(=O)N1CCC2(CC1)Oc1ccc(F)cc1C(=O)C21CC(c2ccc(Cl)cc2)=NO1 (stereo not given) | 0.9 | -2.1
Cc1ccc(Nc2nc3ccccc3c(=O)[nH]2)cc1C | 4.4 | 10.1
CCC(=O)N1CCCC1(C)C(=O)Nc1ccc(OC(F)F)cc1 (stereo not given) | 0.1 | -3.3
OCC1(Cc2ccccc2)CCCN(Cc2ccc(-c3ccco3)cc2)C1 (stereo not given) | -31.1 | 31.3

Entries listed so far that contain an NH in an aromatic ring, in the order listed:
SMILES | H9c2 TAG inh | H9c2 TAG inh DAPI viability
O=c1[nH][nH]cc1C=Nc1ccccc1O | 2.3 | -10.7
Cn1c(Cc2cccs2)nnc1SCc1nc2ccccc2[nH]1 | -19.2 | -2.7
COc1ccc2c3c([nH]c2c1)[C@H]1C[C@H]2[C@H](C[C@@H](O)[C@H](OC)[C@H]2C(=O)O)CN1CC3 | -9.7 | -1.9
Cc1ccc(Nc2nc3ccccc3c(=O)[nH]2)cc1C | 4.4 | 10.1

(list continues)
SMILES | H9c2 TAG inh | H9c2 TAG inh DAPI viability
CCc1ccccc1NC(=O)Nc1ccc(F)cc1F | -16.8 | 3.5
COc1ccc2c(c1OC)CCC2=O | -2.8 | -0.7
CCCCN(C)c1c(C)nc2ccc(C(=O)NCc3ccc4c(c3)OCO4)cn12 | 7.1 | -2.3
COc1ccc(OCCCC(=O)ON=C(N)c2ccccc2C)cc1 | 7.0 | -4.3
CCN1CCC(NC(=O)Nc2cccc(C(F)(F)F)c2)CC1 | 4.4 | 4.1
CN1CC(=O)N(CC(=O)Nc2cc(Cl)cc(Cl)c2)C1=O | 1.8 | 4.5
Cn1c2ccccc2c(=O)c2c(O)cccc21 | 2.7 | -13.7
CCOc1ncccc1C(=O)NNC(=O)c1ccc(NS(=O)(=O)c2cccs2)cc1 | 5.1 | -2.1
OCCN1CCN(c2ncnc3c2ncn3[C@H]2CN(Cc3ccccc3)C[C@@H](CO)O2)CC1 | 16.3 | -9.0
O=C(Nc1nc(-c2ccccn2)cs1)C1CCCC1 | 21.0 | -8.1
COc1ccc(C)cc1NC(=O)COC(=O)c1ccc2c(c1)OCCO2 | -15.6 | -1.2
Cc1ccc(N(CC(=O)O)C2SC(=O)NC2=O)cc1 (stereo not given) | -5.4 | -2.3
O=S(=O)(NCC(c1ccco1)N1CCc2ccccc2C1)c1ccc(F)cc1 (stereo not given) | -23.3 | 7.5
COCc1cc(Sc2ccc(OC)cc2)nc(-c2ccccc2)n1 | -0.4 | -2.6
CN(C)CCOC(=O)NCC12CC3CC(CC(C3)C1)C2 | 6.4 | 7.7
C[N+]1(CCOC(=O)C2(c3ccccc3)CCCC2)CCCCC1 | 1.8 | 5.3
Cc1ccc(C)c(COC(=O)c2cc([N+](=O)[O-])ccc2N2CCOCC2)c1 | -5.6 | 1.2
NC(=O)NC(=O)COC(=O)c1sc2ccccc2c1Cl | 2.8 | -5.4
OCCC1CN(Cc2ccc3cc(Cl)ccc3n2)CCN1Cc1ccsc1 (stereo not given) | 8.2 | 9.1
COc1ccc(Cl)c2sc(N3CCN(C(=O)C4=COCCO4)CC3)nc12 | 18.8 | -7.8
CCOC(=O)c1oc2ccccc2c1NC(=O)CN1CCN(C)CC1 | 6.7 | 8.3
O=C(NCC(=O)N1CCN(c2ccccc2O)CC1)c1ccco1 | -6.0 | 2.6
O=C(O)c1c(Cl)c(Cl)c(Cl)c(Cl)c1C(=O)N1CCCCCC1 | 0.3 | -7.0
O=C1Cc2ccccc2N1c1ccccc1 | -2.1 | 8.3
CCOC(=O)C1=C(C)NC(C)=C(C(=O)OC)C1c1cccc(Cl)c1Cl (stereo not given) | -34.5 | 0.4

Entries above containing a COOH group, in the order listed:
SMILES | H9c2 TAG inh | H9c2 TAG inh DAPI viability
COc1ccc2c3c([nH]c2c1)[C@H]1C[C@H]2[C@H](C[C@@H](O)[C@H](OC)[C@H]2C(=O)O)CN1CC3 | -9.7 | -1.9
Cc1ccc(N(CC(=O)O)C2SC(=O)NC2=O)cc1 (stereo not given) | -5.4 | -2.3
O=C(O)c1c(Cl)c(Cl)c(Cl)c(Cl)c1C(=O)N1CCCCCC1 | 0.3 | -7.0

Looked up above.
`COc1ccc2c(c1OC)CCC2=O` @ H9c2 TAG inh: -2.8
`CCCCN(C)c1c(C)nc2ccc(C(=O)NCc3ccc4c(c3)OCO4)cn12` @ H9c2 TAG inh DAPI viability: -2.3
`CN(C)CCOC(=O)NCC12CC3CC(CC(C3)C1)C2` @ H9c2 TAG inh DAPI viability: 7.7

Continued.
SMILES | H9c2 TAG inh | H9c2 TAG inh DAPI viability
N#Cc1c(-c2ccccc2)nc2n1CCS2 | 5.4 | -5.4
Cc1cccc(C)c1NC(=O)N1CC=C(n2c(=O)[nH]c3ccccc32)CC1 | -0.2 | -7.8
CN(C(=O)CSc1nnc(NCc2ccccc2)s1)C1CCS(=O)(=O)C1 (stereo not given) | 8.1 | -7.1
O=C(COC(=O)COc1ccc(Cl)cc1Br)NC1CCCC1 | -3.3 | -5.7
CCOc1ccc(N2C(=O)S/C(=C\c3ccc(O)c(OC)c3)C2=O)cc1 | -6.7 | -8.3
COc1ccc(C2CCN(Cc3cccnc3)CC2O)cc1 (stereo not given) | -0.7 | 0.4
COc1ccc(N2C(=O)CSCC2=O)cc1OC | 7.5 | -2.2
CC1=C(C(=O)Nc2ccc(F)cc2)C(c2ccc(C)o2)C2=C(CC(C)(C)CC2=O)N1 (stereo not given) | -1.4 | -9.1
COc1ccc(CCCc2n[nH]c(=S)n2C)cc1C | -5.4 | -6.5
CC(=O)N1CCN(c2ccc(N=Cc3c(O)n(Cc4ccccc4)c(=O)[nH]c3=O)cc2)CC1 | -6.9 | 7.5
Cc1ccc(NC(=S)N2CCN(S(C)(=O)=O)CC2)cc1 | 9.5 | -5.2
CCCN(C(=O)CSc1nnnn1C)C1CCS(=O)(=O)C1 (stereo not given) | 3.5 | -6.4
CS(=O)(=O)N1CCCC(C(=O)Nc2ccc(F)cc2F)C1 (stereo not given) | -3.0 | 1.6
CCNc1nc(NCC)n2c(SCC(=O)Nc3ccccc3F)nnc2n1 | 11.1 | -14.1
O=C(CC(O)c1ccccc1)Nc1ccccn1 (stereo not given) | -4.8 | 7.4
CCCC(=O)Nc1cc(C(F)(F)F)ccc1N1CCOCC1 | -3.6 | 5.9
O=C(Nc1ccc(N2CCCCC2)cc1)c1cncc(Br)c1 | 1.5 | -9.3
O=C1C=C(c2cccc(Br)c2)C[C@@H](c2ccc3c(c2)OCO3)C1 | -2.2 | 0.9
C[C@@H]1CN([C@H](C)CO)C(=O)CCCn2nncc2CO[C@H]1CN(C)C(=O)Nc1ccc(N2CCN(C)CC2)cc1 | 5.0 | 2.4
CC1CCc2c(sc(NC(=O)c3ccc(N4C(=O)CCC4=O)cc3)c2C(N)=O)C1 (stereo not given) | 5.6 | 13.0
CCOCC(=O)Nc1nc2ccc(S(C)(=O)=O)cc2s1 | 12.1 | 3.2
COc1ccc(CNC(=O)c2ccc(-c3c(C)noc3C)c3ccoc23)cc1OC | 26.8 | -4.4
COC(=O)c1ccc(CSc2n[nH]c(-c3ccccc3)n2)o1 | -10.0 | 1.9
O=C(COC(=O)c1cccnc1Cl)Nc1ccc2c(c1)OCCO2 | -10.6 | 11.7
COc1ccc(-c2c(C#Cc3ccsc3)c3ccccc3n2C)cc1 | -38.6 | 7.3
Next section
SMILES | H9c2 TAG inh | H9c2 TAG inh DAPI viability
CN(C)C(=O)CCN1CCOCC1 | -12.0 | 15.3
COc1ccccc1NC(=O)CSc1ccc2nnc(-c3ccccn3)n2n1 | -17.2 | 5.5
O=C1c2ccc(Cl)cc2S(=O)(=O)c2cccc(C(=O)N3CCN(c4ccc(Cl)cn4)CC3)c21 | -0.7 | 2.1
CCCCc1c(C)nc2ccc(Br)cc2c1SC(N)N | 7.5 | 3.6
O=C(NCc1ccc(F)cc1)c1cc(C2CCCCN2S(=O)(=O)Cc2ccccc2)on1 (stereo not given) | -8.4 | 5.1
Cc1ccc(S(=O)(=O)N2CCN(C(=O)c3cc(-c4cccs4)nn3-c3ccccc3)CC2)cc1 | -11.8 | -5.7
CCCCc1ccc(NS(=O)(=O)c2cccc(C(=O)N3CCNC(=O)C3)c2)cc1 | -7.7 | 0.0
O=C(CSc1ncnc2ccccc12)N1CCCC1 | -0.1 | -0.3
CN(C)c1ncnc2c1C(c1ccccc1)C(C)(C)O2 (stereo not given) | -15.4 | -1.7
Cc1ccc(NC(=O)CSc2nnc(-c3cnccn3)n2Cc2ccco2)cc1C | 15.0 | -2.5
Cc1onc(-c2ccccc2Cl)c1C(=O)N1CCOC12CCN(c1cccc(F)n1)CC2 | -1.2 | 8.2
O=C(O)c1ccc(S(=O)(=O)N2CCCCCC2)cc1 | -34.7 | 8.6
Cc1cc(C(=O)N2CCC2(C)C(=O)Nc2cc(C(C)(C)C)nn2C)nn1C (stereo not given) | 7.2 | 0.4
Cc1ccccc1C(=O)N1CCC2CC1c1cc(-c3ccc(F)cc3)ccc12 (stereo not given) | -14.6 | -0.3
O=S(=O)(c1cnccc1N1CCN(CCO)CC1)N1CCCC1 | 23.2 | -12.2
CC(=NCC1CCCO1)c1c(O)[nH]c(=O)[nH]c1=O (stereo not given) | -16.4 | 7.5
CCOc1ccc2c(c1)-c1c(ssc1=S)C(C)(C)N2C | 1.8 | -4.1
COc1ccccc1CNC(=O)C1(C)CCCCN1C (stereo not given) | -9.5 | 3.1
Cc1ccc(NC(=O)C2CCCN(C3=NS(=O)(=O)c4ccccc43)C2)c(O)c1 (stereo not given) | 7.2 | 1.6
COC(=O)C1=C(C)N(C)C(C)=C(C(=O)OC)C1c1ccc(C(=O)OC)cc1 | 24.7 | -6.5
OC[C@@H]1CN(Cc2cccs2)C[C@H](n2cnc3c(N4CCN(c5ccccc5)CC4)ncnc32)O1 | 8.4 | 3.4
CCOc1ccc(NC(=O)Nc2cc(C(C)C)c(O)cc2C)cc1 | -33.5 | 9.6
CCN(CC)S(=O)(=O)c1cccc(NC(=O)C(=O)c2c(-c3ccccc3)cc3ccccn23)c1 | 38.7 | -5.4
O=C(NCCc1ccccc1)C(=O)NCC1OCCN1S(=O)(=O)c1ccc(F)cc1 (stereo not given) | 1.8 | -3.8
CC(=O)c1c(C)[nH]c(C(=O)NCc2ccc(F)cc2)c1C | 2.5 | 9.7
